MITF TRPM1 HTS: activators of MITF-driven TRPM1 promoter reporter, primary screen, cell-based, SK-MEL-5, luciferase, single point; SK-MEL-5 TRPM1-promoter luciferase, 24 h; % of positive control, neutral wells = 0; activation, % at 12.5 µM; 300,000 compounds, 0.75% hits;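 active = mean activation of at least 80% with every replicate also reaching 80%; inconclusive = mean reaches 80% but some replicate falls short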;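 also: 0% = neutral control wells and 100% = parthenolide positive control wells; values of inactives mirror those of a sister screen read the other way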
Rtt109 HAT inh: inhibitors of C. albicans Rtt109/Vps75 HAT, primary screen, biochemical, ThioGlo CoA-SH fluorescence, plate reader; 330,000 compounds, 0.16% hits; purified Rtt109/Vps75, 4 h; AID 540336, 2011; Histone acetyltransferase RTT109 (Candida albicans (strain SC5314 / ATCC MYA-2876)), …; inhibition, % at 34.9 µM;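 active = inhibition of at least 50% in every replicate; inconclusive = best replicate reaches 50% inhibition but some replicates fall short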
Target sequence (Q5AAJ8 whole entry, looked up): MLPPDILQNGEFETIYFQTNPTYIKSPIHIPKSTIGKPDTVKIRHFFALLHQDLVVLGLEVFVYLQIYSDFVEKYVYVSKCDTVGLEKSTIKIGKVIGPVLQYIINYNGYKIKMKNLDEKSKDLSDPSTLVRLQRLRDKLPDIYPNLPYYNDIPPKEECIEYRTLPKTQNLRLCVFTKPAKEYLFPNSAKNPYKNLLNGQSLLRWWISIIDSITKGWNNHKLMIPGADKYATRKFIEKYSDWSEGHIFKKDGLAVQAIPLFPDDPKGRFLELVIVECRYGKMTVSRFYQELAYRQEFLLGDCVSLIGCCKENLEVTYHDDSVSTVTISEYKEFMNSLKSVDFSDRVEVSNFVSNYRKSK
PfHsp90 set2: growth inhibition of PfHsp90-expressing yeast, primary screen, antimalarial PfHsp90 inhibitor project, S. cerevisiae, BacTiter-Glo luminescence, single point, set 2; BacTiter-Glo ATP, 48 h; yeast lacking PDR1 and PDR3 efflux regulators; inhibition, % at 9.4 µM; 310,000 compounds, 0.32% hits; AID 504621, 2011;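 active = every replicate shows inhibition above about 80%, whatever the replicate mean, limit read from the data; inconclusive = mean inhibition reaches the set limit but some replicate falls short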;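 also: 0% = DMSO neutral controls and 100% = 20 µM radicicol positive controls; yeast relying on Plasmodium falciparum Hsp90 in place of its own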
SR-BI uptake up: activators of SR-BI mediated DiI-HDL uptake, primary screen, ldlA[mSR-BI] CHO cells, DiI fluorescence; 3 h; 100 = double the neutral-control signal; activation, % at 12.5 µM; 320,000 compounds, 0.096% hits; AID 504775, 2011;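 active = mean replicate activation of at least 60% and every replicate at or above 60%; inconclusive = mean or all-replicate condition met, but not both; inactive = mean below 60% and not all replicates reaching 60%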;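 also: 0% = median plate neutral-control signal and 100% = twice that signal; values of inactives mirror those of a sister screen read the other way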
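Material – SR-BI-overexpressing, LDLR-lacking CHO cells · Medium – BSA-supplemented, HEPES-buffered Ham's F12, pH 7.4 · Doses – single concentration · Times – compound with DiI-HDL co-incubation, 3 h at 37 °C · Measured by – bottom-read fluorescence, 550/595 nm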
PvdQ acylase: P. aeruginosa PvdQ acylase inhibitors, primary screen, biochemical, fluorescence, plate reader and imaging, single point; PvdQ acylase [Pseudomonas aeruginosa LESB58]; 340,000 compounds, 0.063% hits; AID 488965, 2010; purified PvdQ acylase; inhibition, % at 10 µM; in the data active = inhibition above about 30%, passing the limit was not always enough; inconclusive = no clear call, values can overlap the other calls;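 also: 0% = vehicle neutral wells and 100% = reference inhibitor wells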
CAL PDZ FP-1: CAL PDZ peptide-binding inhibitors, primary screen, biochemical, fluorescence polarization, Cer-tagged CAL PDZ, HTS; inhibition, % at 20 µM; AID 504414, 2011; Golgi-associated PDZ and coiled-coil motif-containing protein (Homo sapiens), Q9HD26; 330,000 compounds, 0.02% hits; purified CAL PDZ, TMR-peptide fluorescence polarization, 1 h;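 active = highest replicate inhibition of at least 40%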;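 also: plate controls were DMSO neutral control wells for no effect and unlabeled competitor peptide control wells for full effect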
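Test system: purified CerCALP PDZ construct; Compound dosing: one concentration, 20 µM compound; Also added: TMR-labelled reporter peptide T*-PRC34 bound in PDZ groove; Read-out: inhibition from polarization loss; Controls: unlabelled peptide and DMSO controls; Signal: FP readout, S and P plane fluorescence; Incubation: 1 h at RT.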
dFosB activator: activators of delta FosB homodimer, primary screen, biochemical, fluorescence polarization, TAMRA-CDK5 oligo, single point; Protein FosB (Mus musculus), P13346; purified delta FosB; percent of positive-control signal above neutral wells; activation, % at 25 µM; 340,000 compounds, 0.99% hits;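 active = mean activation above about 17%, with every replicate also reaching it, limit read from the data, passing the limit was not always enough; inconclusive = only one of the two conditions met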;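 also: fluorescence polarization rise as delta FosB binds a TAMRA Cdk5 AP-1 oligo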
SR-BI DiI inh: inhibitors of SR-BI mediated HDL lipid uptake, primary screen, ldlA[mSR-BI] cells, fluorescence, single point; 320,000 compounds, 0.96% hits; inhibition, % at 12.5 µM; ldlA[mSR-BI] CHO cells, DiI-HDL uptake fluorescence, 3 h; Scavenger receptor class B member 1 (Mus musculus), Q61009;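 active = mean replicate inhibition of at least 70% and a set share of replicates each scoring 70 or more; inconclusive = meets just one of the two criteria; inactive = fails both criteria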;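 also: 0% = median of neutral control wells and 100% = median of positive control wells; values of inactives mirror those of a sister screen read the other way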
Target sequence (Q61009 whole entry, looked up): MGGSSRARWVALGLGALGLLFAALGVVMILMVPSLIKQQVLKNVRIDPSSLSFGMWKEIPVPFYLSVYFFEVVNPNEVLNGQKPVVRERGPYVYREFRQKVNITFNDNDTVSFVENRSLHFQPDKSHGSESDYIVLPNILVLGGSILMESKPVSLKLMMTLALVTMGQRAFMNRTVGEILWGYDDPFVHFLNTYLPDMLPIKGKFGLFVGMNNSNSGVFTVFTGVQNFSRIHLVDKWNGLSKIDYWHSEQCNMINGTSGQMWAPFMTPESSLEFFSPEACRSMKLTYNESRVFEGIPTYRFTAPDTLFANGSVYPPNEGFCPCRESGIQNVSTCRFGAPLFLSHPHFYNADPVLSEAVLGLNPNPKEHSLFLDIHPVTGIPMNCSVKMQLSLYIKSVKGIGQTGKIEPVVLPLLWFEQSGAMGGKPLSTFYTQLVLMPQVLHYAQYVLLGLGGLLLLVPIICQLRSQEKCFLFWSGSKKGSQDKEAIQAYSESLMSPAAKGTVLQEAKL
CAL PDZ FP-2: untagged CAL PDZ binding inhibitors, primary screen, biochemical, fluorescence polarization, HTS; Golgi-associated PDZ and coiled-coil motif-containing protein (Homo sapiens), Q9HD26; purified CAL PDZ, TMR-peptide fluorescence polarization, 1 h; inhibition, % at 24.9 µM; 300,000 compounds, 0.92% hits; AID 602252, 2012;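 active = mean inhibition of at least 30% with at least half of replicates also reaching 30%; inconclusive = no clear call, values can overlap the other calls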;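 also: 0% = DMSO neutral control and 100% = excess unlabeled competitor peptide PRC23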
NSD2 inh: NSD2 histone methyltransferase inhibitors, primary screen, biochemical, AlphaScreen, single concentration, set 2 | 310,000 compounds, 0.54% hits | NSD2 peptide methylation, 120 min | Histone-lysine N-methyltransferase NSD2 (Homo sapiens), O96028 | inhibition, % at 12.5 µM | AID 743445, 2014; in the data active = inhibition above about 50%
Active calls of the source: *; u = inconclusive; x = not tested or not shown. No enrichment for hits; any-hit rate near 4.3%.

SMILES	MITF TRPM1 HTS	Rtt109 HAT inh	PfHsp90 set2	SR-BI uptake up	PvdQ acylase	CAL PDZ FP-1	dFosB activator	SR-BI DiI inh	CAL PDZ FP-2	NSD2 inh
CCN1/C(=C2\C(=O)N(C)C(=S)N2C)C=Cc2ccccc21	-5	-11	-9	11	-9	-2.1	-1	-11	2	5
C=CCc1c(C)[nH]c(=O)[nH]c1=O	-20	-25	-23	-1	-11	-0.8	-4	1	x	-5
Cc1c(NC(=O)c2cc(-c3ccccc3O)on2)c(=O)n(-c2ccccc2)n1C	4	2	-4	x	-4	-1.1	1	x	1	1
Cc1cc(=O)oc2cc(OCC(=O)Nc3c(Cl)cccc3C(F)(F)F)ccc12	5	-3	0	-17	-4	-2.0	-11	17	-2	-2
Cn1nc(-c2ccc(Cl)cc2)c2cc(C(=O)N3CCOCC3)sc21	-10	15	6	-60	3	-3.0	-23	60	9	x
COc1ccc(OCC(=O)Nc2ccc3c(c2)C(=O)NC3=O)cc1	1	-7	16	8	0	0.2	0	-8	-6	3
Cc1ccccc1S(=O)(=O)N1C[C@H]2CON(C)[C@H]2C[C@H]1c1cccc(Oc2ccccc2)c1	8	-3	-7	-3	-10	-1.8	-5	3	2	x
Cc1cc(C)cc(N(CC(=O)Nc2ccc(C(F)(F)F)cc2)S(=O)(=O)c2c(C)[nH]c(=O)[nH]c2=O)c1	-12	11	11	15	0	-2.7	-7	-15	-2	0
Cc1ccc(-n2ccc(-c3nn(-c4ccccc4)ccc3=O)n2)cc1	12	4	26	-18	11	0.4	-11	18	-4	1
O=C(Nc1ccccc1)Nc1ccno1	-11	-4	-12	-14	10	-0.9	-3	14	-5	-1
COc1ccccc1-c1cc(C(=O)Nc2cccnc2Cl)no1	11	-7	-23	45	-12	-1.9	0	-45	1	-5
Cn1nc(C(F)(F)F)c2cc(NC(=O)OCc3ccc(F)cc3)sc21	7	8	-15	x	6	-1.7	-4	x	-5	1
CN(C)CCCNc1ccc(-c2cc(Nc3cccc(Cl)c3)ncn2)cn1	0	20	-10	12	-7	-2.0	39*	-12	-5	x
CCSc1nc2sc3c(c2c(=O)[nH]1)CCCC3	x	11	-13	3	-3	-2.1	4	-3	-5	-1
Cc1cc(C(=O)NCC(=O)OCC(=O)NCC2CCCO2)ccc1[N+](=O)[O-] (stereo unspecified)	-6	-1	-4	10	11	-0.2	-6	-10	x	9
COc1ccc(N2CCN(Cc3cc(=O)c(OCC(=O)NC4CCCC4)co3)CC2)cc1	-1	21	-6	5	1	-2.1	1	-5	-3	-2
COc1cc(Cl)ccc1OCc1cc(C(=O)N2CCN(C)CC2)no1	14	0	8	u	-4	-0.6	-4	-90	-3	5
O=C(Cn1c(=O)oc2ccccc21)N1CCN(c2ccc(N3CCOCC3)nn2)CC1	-7	-69	19	10	-10	0.0	0	-10	x	x
COc1ccc(-c2cc(C(F)(F)F)n3ncc(C(=O)NCc4ccco4)c3n2)cc1	-3	-13	-5	-26	-18	-5.3	-9	26	1	x
COc1ccc(CC(=O)OC(C)CN2CCCC2)cc1 (stereo unspecified)	x	8	26	-3	8	-3.0	-3	3	-3	0
COc1ccc(/C=C/C(=O)OCC(=O)c2c[nH]c3ccccc23)cc1	-8	-5	-7	-16	-2	-1.3	6	16	-6	0
Cc1c(N(C(=O)c2cnccn2)C2(C(=O)NC3CCCC3)CCCCC2)c(=O)n(-c2ccccc2)n1C	4	24	23	16	3	-1.1	-1	-16	2	-3
Nc1ccc(C(=O)N/N=C/c2ccccc2)cc1	84*	-9	-35	-30	-10	-0.7	-3	30	6	0
COc1ccc(C(=O)NC(=S)Nc2cc3oc4ccccc4c3cc2OC)cc1	25	0	4	-32	-12	-0.5	-4	32	0	-3
COCCn1c(SCC(=O)Nc2c(C)n(C)n(-c3ccccc3)c2=O)nc2ccccc2c1=O	0	2	1	-3	-3	-2.9	-9	3	-2	-1
C[C@H](CO)N1C[C@H](C)[C@@H](CN(C)Cc2ccc(Oc3ccccc3)cc2)Oc2c(NS(=O)(=O)c3cn(C)cn3)cccc2C1=O	0	14	8	8	1	-0.1	-1	-8	-4	x
Cc1noc(C)c1COC(=O)C1(c2cccc(F)c2)CCCC1	-3	x	17	-8	3	-3.5	3	8	-1	8
COc1ccc(NC(=O)C2Cc3cc(S(=O)(=O)N4CCCCC4)ccc3N2C(C)=O)cc1Cl (stereo unspecified)	-8	9	5	18	-8	-3.5	4	-18	-2	1
C/C=C/c1ccc(O)c(OC)c1	-3	-4	-20	2	-7	-0.1	-4	-2	4	x
CCOc1ccc(-c2n[nH]c(=S)n2/N=C/c2cc3c(cc2[N+](=O)[O-])OCO3)cc1	-4	3	8	-13	8	0.6	2	13	2	4
CCc1ccc(Oc2coc3cc(OC(=O)c4cc5ccccc5oc4=O)ccc3c2=O)cc1	28	-9	11	-5	-3	-1.6	0	5	1	-1
Nc1c(N2CCCCC2)c(=O)[nH]c(=O)n1-c1ccccc1	x	x	x	21	-13	-2.2	-2	-21	-3	-4
COCCCn1c(C)c(C(C)=O)cc(NC(=O)c2ccccc2)c1=O	10	-6	-12	-38	-9	0.1	-10	38	-2	0
COc1ccc(/C=C/C(=O)Nc2cccc(S(=O)(=O)NC3=NCCCCC3)c2)c(OC)c1	8	-5	-8	x	-3	-4.2	-4	61	-7	-1
COc1cc2c(cc1OC)CN(C(=O)c1cccc([N+](=O)[O-])c1)CC2	-3	-5	11	4	1	0.3	1	-4	-6	4
Cc1ccc(NS(=O)(=O)c2ccc3c(c2)oc(=O)n3C)cc1F	x	7	13	29	4	-0.1	-2	-29	x	x
C#C[C@]1(OC(C)=O)CCC2C3CCC4=CC(=O)CC[C@@H]4C3CC[C@@]21C (stereo partly specified)	-5	-1	-53	-10	-5	-2.0	-10	10	-4	x
C/C(=N\NC(=O)c1c[nH]c2ccccc12)c1ccc2c(c1)OCO2	29	-2	9	56	-5	-1.3	3	-56	6	1
Cc1cc(C)c(S(=O)(=O)NCC(=O)O)cc1C	2	13	x	42	0	-1.8	-3	-42	11	-1
Cn1c(=O)cc(SCC(=O)NCc2cccnc2)c2ccccc21	-7	-12	-2	5	-7	-1.4	-5	-5	-2	5
O=C(c1ccco1)N1CCN(Cc2cc(=O)c(OCc3cccc(F)c3)co2)CC1	-15	-6	x	14	-7	-1.8	-10	-14	-2	0
Cc1ccccc1C(=O)Nc1c(-c2cccs2)c(=O)c2ccccc2n1C	7	10	22	17	-11	-0.4	0	-17	-5	-5
COc1cccc(NC(=O)COc2ncnc3sc(C)c(C)c23)c1	0	1	5	-6	2	-0.4	-2	6	-7	2
CCn1c(SCC(=O)Nc2nccs2)nnc1-c1ccco1	9	-13	17	31	-12	-3.9	-4	-31	-4	-1
COc1cc(C(=O)O[C@H]2CC(C)=CC[C@@]3(C)CC[C@@](O)(C(C)C)[C@H]23)ccc1O	18	9	-27	x	-5	-0.1	-16	x	-6	10
CC(C)(C)c1ccc(OCCCC(=O)NNC(=O)c2ccccc2O)cc1	0	-2	-40	-120	-12	-1.4	-4	120*	4	11
CN1CCN(C(=O)CN2C(=O)CC(C)(C)S(=O)(=O)c3ccccc32)CC1	5	3	-17	13	-7	-1.2	-3	-13	-2	x
CCc1ccc(-n2c(O)cnc2Nc2nc(C)cc(C)n2)cc1	x	1	12	13	0	-0.1	0	-13	-3	x
O=P(O)(O)c1cc(-c2ccccc2)oc1-c1ccccc1	1	-5	-17	x	-5	-2.0	-1	x	-1	-1
Cc1cc(NC(=O)c2cccs2)ncc1NC(=O)C(C)(C)C	x	-1	10	12	-11	-0.6	-2	-12	-5	-1
COc1ccc(-c2csc3ncnc(Oc4ccc5c(C)cc(=O)oc5c4)c23)cc1	-1	-3	-25	-1	-10	-1.6	-7	1	-4	0
Cc1nnc(Nc2ccc(O)cc2)[nH]c1=O	-8	-6	-27	12	-12	0.1	-5	-12	6	0
Cc1cc(C(=O)O)ccc1[N+](=O)[O-]	-8	6	18	-4	3	0.0	-1	4	1	x
COc1cc(/C=N/Nc2nc(C)cc(=O)[nH]2)ccc1OC(=O)c1cccnc1	-10	-5	1	12	-10	-1.0	-7	-12	9	-1
COCc1cc(C)nc2sc(C(=O)NC3CCCCC3)c(N)c12	12	3	x	8	-6	0.9	-7	-8	-4	0
COc1cccc(OC)c1C(=O)Nc1sc2c(c1C#N)CCC2	6	-2	-6	-52	-9	17	-7	52	1	-3
O=C(CN1CCc2ccccc2C1)Nc1ccccc1Cl	x	-10	4	-10	11	0.4	1	10	-3	-2
Cc1ncoc1C(=O)NC1CCCc2c1cnn2-c1ccc(C(C)(C)C)cc1 (stereo unspecified)	-14	1	-10	-12	-8	-1.3	-20	12	x	3
O=C(CSc1nc2cccnc2n1Cc1ccccc1)NC1CCCCC1	4	3	19	11	-16	x	-2	-11	-1	0
CCCCNC(=O)COc1ccccc1C(=O)c1cc(C#N)c(=O)n(CCOC)c1	2	2	4	37	-13	-1.6	-8	-37	-3	-3
Cc1cccc(NC(=S)/N=C(\N)Nc2nc(C)c3cc(C)ccc3n2)c1	11	1	-20	-34	-1	-4.3	10	34	0	6
COc1ccc(CCC(=O)NCCOc2ccc(C)cc2)cc1	-9	0	18	0	-6	0.7	-4	0	-3	-5
CCOC(=O)C1CCN(C(=O)C(C)N(c2ccc(Oc3ccccc3)cc2)S(C)(=O)=O)CC1 (stereo unspecified)	-15	-18	16	-16	-8	-2.8	-9	16	-3	-1
